# PLK1 PBD inh = PLK1 (human) polo-box domain binding inhibition. Potency, µM, for the others: max response, negative = inhibition, usual class: inhibitors. actives 2.8% (n = 360,000). Plk1 PBD binding of FITC phosphopeptide, fluorescence polarization; further: potency means the concentration at half of the fitted maximal effect; series mostly up to about 57 µM; on the % scale 0 is the no-effect control and ±100 the full control effect; nearly all actives have a fitted effect of over 65% in size
# GLP1R cytotox = cytotoxicity in counter-screen for GLP-1R inverse agonists. Potency, µM (highest dose often 38.3 µM), for the others: at the highest dose activity change, negative = inhibition, hits mostly inhibitors. HEK293 cAMP-luciferase reporter cells, luminescence, 24 h. actives 0.13% (n = 410,000);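 further: loss of luciferase light is scored as toxicity; potency means the concentration at half of the fitted maximal effect; on the % scale 0 is the no-effect control and ±100 the full control effect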
#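 Cells in DMEM/10% Nu serum/1% pen-strep, 1536-well format. Pre-incubated 12 h, dosed with 23 nL compound, incubated a further 24 h. Luciferase detection, 12 min at room temp, luminescence.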
# EPAC1 antag = EPAC1 (human) antagonism; EPAC1 GEF assay, Rap1b-BODIPY-GDP exchange fluorescence; Potency, µM (titrated, usually from 115 µM), inactives show top-dose activity change, negative = inhibition, most hits filed as inhibitors; actives 0.14% (n = 360,000);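 further: potency means the concentration at half of the fitted maximal effect; plate controls were vehicle for no effect and positive control for full effect; nearly all actives have a fitted effect of over 50% in size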
# PI5P4Ka inh = PI5P4K alpha (human) kinase inhibition. max response, %. AID 652105. PI5P4Kalpha enzyme, ADP-Glo luminescence, 60 min; stronger effect = lower value. actives 1.2% (n = 330,000); active means max response of -50% or lower; inconclusive means between -30% and -50%; inactive means -30% or higher; further: value at the top dose of about 77 µM; on the % scale 0 is the no-effect control and ±100 the full control effect
# Target sequence (P48426 whole entry, looked up): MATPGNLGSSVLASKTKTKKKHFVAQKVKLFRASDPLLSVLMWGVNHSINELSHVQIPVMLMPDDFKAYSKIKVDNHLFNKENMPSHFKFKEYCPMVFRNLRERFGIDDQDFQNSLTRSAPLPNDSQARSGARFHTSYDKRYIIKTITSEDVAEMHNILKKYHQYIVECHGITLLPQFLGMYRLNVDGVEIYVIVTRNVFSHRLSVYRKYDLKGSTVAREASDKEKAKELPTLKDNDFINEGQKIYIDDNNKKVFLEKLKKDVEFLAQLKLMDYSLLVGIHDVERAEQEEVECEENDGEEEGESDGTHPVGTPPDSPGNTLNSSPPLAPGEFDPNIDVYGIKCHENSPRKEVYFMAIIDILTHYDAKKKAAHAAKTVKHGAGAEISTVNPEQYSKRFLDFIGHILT
#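 qHTS, 1536-well: enzyme/substrate mix, compound by pin tool, 5 microM ATP final; RT 60 min; ADP-Glo reagents 1 (45 min) then 2 (30 min); luminescence.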
# EPAC1 ag = activates human EPAC1 exchange factor. EPAC1 agonist qHTS, biochemical assay; response scale: 100% = response to 6.5 mM cAMP. O95398. actives 0.073% (n = 360,000). Potency, µM (titrated, usually from 154 µM), for inactives: top-dose activation, usual class: activators; further: potency means the concentration at half of the fitted maximal effect; nearly all actives have a fitted effect of over 60% in size
#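 Nucleotide exchange assay: 100 nM EPAC1 with 250 nM Rap1B loaded with BODIPY-GDP and 50 uM GDP, room temperature. Fluorescence (480/540 nm) read every 5 min for 30 min; signal change normalized to 6.5 mM cAMP as full agonist.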
# PTHR1 agonist = activates the human parathyroid hormone receptor PTHR1; Potency, µM (doses to about 115 µM), inactives show at the top dose activation, actives largely listed as activators; Q03431; AID 743266; HEK293 GP2 PTHR1 cells, GloSensor cAMP luminescence, 1 h; actives 0.075% (n = 410,000); further: potency means the concentration at half of the fitted maximal effect; nearly all actives have a fitted effect of over 55% in size; some results filed as inactive show a strong effect at the top dose; inactives centre near -15; many of its hits are not listed in these tables
# Target sequence (Q03431 whole entry, looked up): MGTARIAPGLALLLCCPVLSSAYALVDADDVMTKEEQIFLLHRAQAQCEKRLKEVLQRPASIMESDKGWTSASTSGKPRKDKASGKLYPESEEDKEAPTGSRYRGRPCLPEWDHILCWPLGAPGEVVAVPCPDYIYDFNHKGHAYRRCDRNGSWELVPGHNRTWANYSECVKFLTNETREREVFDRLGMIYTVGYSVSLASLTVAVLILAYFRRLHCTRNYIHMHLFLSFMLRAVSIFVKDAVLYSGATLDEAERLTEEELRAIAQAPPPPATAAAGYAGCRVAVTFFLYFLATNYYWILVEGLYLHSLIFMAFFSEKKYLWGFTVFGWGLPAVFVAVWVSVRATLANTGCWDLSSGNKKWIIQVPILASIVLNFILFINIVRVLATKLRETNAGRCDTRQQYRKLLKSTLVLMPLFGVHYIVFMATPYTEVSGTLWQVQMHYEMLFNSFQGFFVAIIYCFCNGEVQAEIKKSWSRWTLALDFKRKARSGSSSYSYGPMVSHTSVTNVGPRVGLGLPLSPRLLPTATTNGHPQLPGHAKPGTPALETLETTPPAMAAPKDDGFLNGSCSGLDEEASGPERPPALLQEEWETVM
#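 HEK-293-derived GP2 cells expressing PTHR1 and a GloSensor cAMP reporter, 3,000/well, plated overnight, given luciferin plus IBMX (each 0.5 mM as added) for 1 h at 37 °C, then compound for 1 h at 37 °C. Luminescence was read after 15 min at room temperature.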
# GLP1R ag = agonists of human GLP-1 receptor; HEK293 GLP-1R CRE-luciferase, luminescence, 4-6 h; cells express a hypersensitive GLP-1R form; Potency, µM (top dose mostly 45.6 µM), inactives show top-dose activation, actives largely listed as activators; actives 0.007% (n = 380,000); AID 624172; further: potency means the concentration at half of the fitted maximal effect; % of control where 0% means no effect
# IL2 activator = activates IL-2 in a cell-based reporter assay; IL-2 activation reporter assay, cell-based qHTS; stimulated with anti-CD3/CD4/CD28 beads; in transgenic mouse T cells; activation, % (series mostly up to about 46 µM); actives 0.065% (n = 360,000); AID 652025; in the data active means activation above about 50%; inconclusive means mostly about 30% to 49%; further: 0% is about no effect
#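 Quantitative HTS in unstimulated transgenic mouse T cells, with memory T cells as non-tolerant control and PMA/ionomycin as tolerance-bypass control. Compound pretreatment lasted 60 minutes before 18 h bead stimulation; EGFP/DsRed fluorescence read.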
# GLP1R inv ag = inverse agonists of human GLP-1 receptor. Potency, µM (series often up to 38.3 µM), for inactives: top-dose activity change, negative = inhibition, most hits filed as inhibitors. HEK293 GLP-1R CRE-luciferase, luminescence, 24 h; GLP-1R form is constitutively active. actives 1.6% (n = 410,000); further: potency means the concentration at half of the fitted maximal effect; on the % scale 0 is the no-effect control and ±100 the full control effect; nearly all actives have a fitted effect of over 55% in size
#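 HEK293 cells stably co-expressing constitutively active GLP-1R and a cAMP-responsive luciferase reporter were seeded in DMEM with 10% Nu serum, given compounds after 12 h, and incubated 24 h at 37 deg C. Luminescence was then read.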
# The depositor's hits bear a star; i = inactive; ? = inconclusive; . = not tested or not shown; & = joins results of further samples; [ ] = remark or other dose. Unless noted, the call rests on the fitted dose curve; in most records, active means well fitted curve in the direction sought with a large enough effect; inconclusive means small, poorly fitted or top-dose-only effect, or another doubt; inactive means no such curve, though single readings can be large; an effect the other way counts as inactive or inconclusive. Only part of the results is shown, so the mix of outcomes need not match the whole.
SMILES,PLK1 PBD inh,GLP1R cytotox,EPAC1 antag,PI5P4Ka inh,EPAC1 ag,PTHR1 agonist,GLP1R ag,IL2 activator,GLP1R inv ag
Cc1cc(NS(=O)(=O)c2ccccc2)c([N+](=O)[O-])cc1C,1%,60%[activator],-26%,0,-15%,-22%,-1%,0.3,-6%
CCN(CC(=O)Nc1ccc(NC(C)=O)cc1)C(=O)CCCc1nc2ccccc2s1,6%,-8%,-10%,3,-8%,-25%,4%,0.0,20%
Cc1snc(SCC(=O)c2ccc(F)cc2)c1C#N,-9%,25%,-8%,3,4%,-34%,10%,-0.9,52%[activator]
CC(Cl)C(=O)Nc1cc(C(C)(C)C)nn1-c1ccccc1 (stereo not drawn),4%,2%,-11%,-3,0%,i,-5%,-0.1,-3%
O=C(CSCc1ccc(Cl)cc1Cl)Nc1nccs1,-7%,4%,-1%,3,0%,-17%,-1%,0.9,15%
NC(=O)c1ccsc1NC(=O)C1CCN(S(=O)(=O)c2cccs2)CC1,-8%,10%,-1%,-2,9%,-36%[inhibitor],-3%,-0.7,2%
CCCCn1c(=O)[nH]c(=O)c2c1nc(-c1ccc(OCCC)c(OCC)c1)n2C,-23%,0%,-9%,1,1%,i,9%,-0.8,14%
Cc1csc(NC(=O)c2cccc(Cn3nc(C)c(Br)c3C)c2)n1,-10%,3%,-2%,.,30%,0%[57.5 µM],-6%,-2.4,-25%
Cc1noc(C)c1S(=O)(=O)NCCc1ccc(S(N)(=O)=O)cc1,-13%,-12%,8%,0,1%,-80%,-5%,0.7,0%
CN(C)CCC1(c2ccccc2)CCN(C)C1=O (stereo not drawn),-7%,3%,16%,0,-18%,-25%,0%,-2.5,-3%
CCOC(=O)c1ccc(S(=O)(=O)NNC(=O)COc2cccc(C)c2)cc1,?,5%,-16%,-5,-1%,-9%,0%,0.7,16%
COc1cc(OC)c(C2C(C#N)=C(N)OC3=C2C(=O)CC(C)C3)cc1OC (stereo not drawn),-16%,-3%,9%,.,4%,-3%[57.5 µM],-5%,-2.1,5%
CCN1CCN(C(=O)C2CCN(S(=O)(=O)N3CCC4(CC3)OCCO4)CC2)CC1,-12%,2%,7%,0,2%,i,-2%,-3.1,4%
CCc1cccc(C)c1NC(=O)COC(=O)CSCc1ccccc1,0%,-3%,-14%,13,-5%,i,-2%,-2.2,3%
COc1ccc(N/C=C(/C(C)=O)c2ccccc2)cc1,-8%,19%,-1%,9,2%,i,13%,-2.2,0%
CC(=O)c1ccc(NC(=S)N2CCCCCC2)cc1,-10%,-1%,10%,4,5%,-8%,2%,5.7,5%
CC(C)OC(=O)CCC1(C(=O)O)CCC(=O)NC1 (stereo not drawn),0%,-2%,7%,.,-5%,-15%[57.5 µM],-9%,0.6,0%
NC(=O)NCC(c1ccccc1)C1CCCCC1 (stereo not drawn),-6%,8%,-1%,1,1%,-14%,-1%,-0.3,-21%
CC1(C)C2CCC1(C)C(NC(=O)CCN1CCCCC1)C2 (stereo not drawn),-6%,7%,4%,.,-3%,-9%[57.5 µM],-6%,-1.5,0%
Cc1c(NC(=O)c2cccc(NC(=O)Cc3ccccc3F)c2)c(=O)n(-c2ccccc2)n1C,-6%,8%,?,5,11%,i,3%,-0.4,6%
CC(C)c1ccc(N2C(=O)C(Cl)=C(N3CCOCC3)C2=O)cc1,-18%,3%,0%,-6,5%,i,1%,-4.4,4%
O=C(NC(=S)NC1CCCCCC1)c1cncc(Br)c1,-7%,?,-20%,-5,-10%,i,20%,-0.3,-27%
NC(=O)C1(N2CCCCC2)CCN(C(=O)CSc2nc3ccccc3s2)CC1,-20%,-9%,-19%,0,8%,-7%,4%,-4.9,0%
CC(C)(C)c1ccc(S(=O)(=O)NC(=O)C2(C)CCN2C(=O)C2CCCCC2)cc1 (stereo not drawn),-1%,3%,-6%,12,9%,i,0%,-0.2,-28%
CCCC(=O)N1CCC1(C)C(=O)Nc1cc(-c2ccccc2)nn1C (stereo not drawn),0%,-1%,6%,-10,-20%,i,-1%,-0.1,-7%
Cc1nonc1C(=O)N/N=C/c1ccncc1,-2%,2%,-17%,1,7%,-20%,7%,1.6,3%
O=C(COC(=O)c1cc(Cl)ccc1O)NNC(=O)c1ccc([N+](=O)[O-])cc1,-5%,10%,1%,-4,-8%,-6%,2%,0.7,-3%
CCCc1cc2c(cc1NC(=O)c1ccccc1F)OCO2,-2%,6%,-3%,7,-7%,i,10%,1.2,-13%
Cc1csc(SCC(=O)NC(C)C2CC3CCC2C3)n1 (stereo not drawn),-1%,3%,5%,0,3%,-17%,-3%,-2.9,?
COc1ccc(CCNC(=O)C(=O)c2c(C)[nH]c3ccccc23)cc1,-3%,-17%,-18%,2,-5%,-14%,14%,0.5,-7%
CN(Cc1ccccc1)Cc1c(O)ccc2c(=O)c(-c3ccccc3)c(C(F)(F)F)oc12,.,0%,.,.,.,11%,6%,.,-6%
CCC(C)NCCOc1cccc(Br)c1 (stereo not drawn),-4%,-11%,-7%,-9,9%,i,-8%,2.8,-27%
COC(=O)c1c(C(=O)OC)c(-c2ccccc2)n2c1CS(=O)C2 (stereo not drawn),-7%,8%,-8%,3,3%,i,1%,0.5,14%
CC(c1ccco1)N(Cc1ccco1)C(=O)Nc1ccccc1 (stereo not drawn),-3%,2%,-1%,.,-5%,0%[57.5 µM],-5%,-0.3,-5%
O=C(CNS(=O)(=O)c1ccc(F)cc1)N1CCCC1,-2%,0%,-22%,0,2%,i,6%,-4.2,32%[activator]
Cn1nnc2cc(C(=O)N3CCSCC3)ccc21,-3%,-8%,6%,-2,-4%,i,-8%,0.6,1%
CC1CCCN(Cc2c(C(=O)N3CCc4ccccc4C3)nc3ccc(Cl)cn23)C1 (stereo not drawn),-7%,1%,-3%,15,0%,i,15%,-3.4,?
O=C(COc1ccccc1)Nc1nccs1,-2%,-6%,17%,.,2%,-4%[57.5 µM],0%,-0.3,-19%
COc1ccc(Nc2cc(C(=O)NCCCN3CCOCC3)c3ccccc3n2)cc1OC,-7%,-18%,7%,-5,-3%,i,0%,-1.1,-4%
CN(C)c1ccc(C(=S)N2CCOCC2)cc1,-4%,-17%,6%,.,-4%,i,-4%,-1.3,-5%
COc1ccc(C(=O)NCC2CCCCC2)cc1S(=O)(=O)N1CCCC1,5%,-13%,18%,-6,-14%,-1%,-3%,0.3,8%
O=C(c1ccccc1)C1N=NCC1c1ccc(Cl)cc1 (stereo not drawn),-5%,-7%,-26%,3,6%,-15%,17%,0.2,10µM*
COc1ccccc1CC(=O)Nc1ccc2c(c1)CCC2,-4%,-4%,-3%,-5,-4%,-19%,1%,-0.6,?
CCSc1nnc(Cn2c(=O)sc3ccccc32)n1-c1ccccc1C,-3%,1%,-15%,7,-2%,-48%[inhibitor],6%,-2.6,-4%
O=C(O)c1ccc(Cl)c(S(=O)(=O)Nc2ccc3cn[nH]c3c2)c1,-29%,9%,1%,-21,16%,0%,-1%,0.4,3%

# Entries of single compounds, looked up by structure. Order of screens: PLK1 PBD inh | GLP1R cytotox | EPAC1 antag | PI5P4Ka inh | EPAC1 ag | PTHR1 agonist | GLP1R ag | IL2 activator | GLP1R inv ag
# Shown for `O=C(O)c1ccc(Cl)c(S(=O)(=O)Nc2ccc3cn[nH]c3c2)c1` : -29% | 9% | 1% | -21 | 16% | 0% | -1% | 0.4 | 3%
# Shown for `COc1ccc(Nc2cc(C(=O)NCCCN3CCOCC3)c3ccccc3n2)cc1OC` : -7% | -18% | 7% | -5 | -3% | i | 0% | -1.1 | -4%
# Shown for `O=C(COc1ccccc1)Nc1nccs1` : -2% | -6% | 17% | . | 2% | -4%[57.5 µM] | 0% | -0.3 | -19%

# The list goes on:
SMILES,PLK1 PBD inh,GLP1R cytotox,EPAC1 antag,PI5P4Ka inh,EPAC1 ag,PTHR1 agonist,GLP1R ag,IL2 activator,GLP1R inv ag
O=C(CN1CCN(c2ccccc2)CC1)Nc1ccc2c(c1)OCCO2,-1%,-7%,-4%,1,0%,i,-4%,1.2,-2%
Cc1c(NC(=S)NC(=O)c2ccccc2Br)c(=O)n(-c2ccccc2)n1C,1%,20%,1%,15,4%,i,7%,-3.4,25%
CCCC1C(C(=O)OCC)=C(C)NC(C)=C1C(=O)OCC,-12%,-2%,-20%,2,-9%,-17%,30%,0.8,?
CCC(C)[C@H]1CNCCN1CCc1cccc2ccccc12 (stereo partly drawn),-19%,2%,-14%,-25,-11%,?,3%,0.4,-20%
Cc1cc(NC(=O)CCCC(=O)N(CC(=O)NCCc2ccccc2)Cc2ccc(F)cc2)no1,-5%,-13%,2%,.,1%,i,-8%,0.3,0%
O=C(Nc1ccc(NC(=O)c2cccs2)c(Cl)c1)c1ccco1,-10%,-7%,9%,1,6%,-8%,14%,-1.1,-19%
CS/C(=C\[N+](=O)[O-])Nc1ccccc1,0%,-7%,-5%,-1,-5%,i,-7%,1.0,20%
O=c1ccsn1Cc1ccccc1,3µM*,?,15%,?,-2%,?,-31%[inhibitor],-3.7,0%
O=C(CSc1nc2c([nH]c3ccccc32)c(=O)n1-c1cccc(Cl)c1)N1CCOCC1,-4%,2%&-22%,-2%,-2,2%,i,-2%&-5%,-1.8,12%&-16%
C=CCNC(=O)N1CCCC(C(=O)c2cccc(Cl)c2)C1 (stereo not drawn),4%,-6%,8%,0,-5%,i,6%,-0.1,-29%
COc1ccc(C2CC(c3ccc4ccccc4c3OC(C)=O)=NN2C(C)=O)cc1 (stereo not drawn),-11%,22%,?,16,17%,-50%[inhibitor],?,-0.6,?
CCCc1n[nH]c(=O)c2c1nnn2Cc1ccccc1,1%,-2%,-13%,0,12%,i,15%,-2.1,73%[activator]
Cc1ccc(CNS(=O)(=O)c2c(C)nc3scc(C)n3c2=O)cc1,-6%,0%&1%,15%,0,12%,i,1%,-3.2,4%&2%
Cc1noc(/C=C/N(C)C)c1S(=O)(=O)N1CCc2ccccc21,-14%,-33%,-11%,-3,5%,-28%,-3%,0.2,?

# Screening data as filed in PubChem.
